Screens deposited in PubChem BioAssay by Broad Institute.
PRC2 inh – EZH2 (human) methyltransferase inhibition; PRC2 H3K27 methylation, DELFIA TRF, 1 h; 57,000 compounds, 0.35% hits; Q15910; inhibition, % at 12.5 µM;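 active = mean inhibition of replicates at least 50% and every single replicate also reaching 50%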;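 note: dimethyl H3K27 on biotinylated H3 21-44 peptide detected by antibody; plate controls were median neutral control wells for no effect and median positive control wells for full effect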
Target sequence (Q15910 whole entry, looked up): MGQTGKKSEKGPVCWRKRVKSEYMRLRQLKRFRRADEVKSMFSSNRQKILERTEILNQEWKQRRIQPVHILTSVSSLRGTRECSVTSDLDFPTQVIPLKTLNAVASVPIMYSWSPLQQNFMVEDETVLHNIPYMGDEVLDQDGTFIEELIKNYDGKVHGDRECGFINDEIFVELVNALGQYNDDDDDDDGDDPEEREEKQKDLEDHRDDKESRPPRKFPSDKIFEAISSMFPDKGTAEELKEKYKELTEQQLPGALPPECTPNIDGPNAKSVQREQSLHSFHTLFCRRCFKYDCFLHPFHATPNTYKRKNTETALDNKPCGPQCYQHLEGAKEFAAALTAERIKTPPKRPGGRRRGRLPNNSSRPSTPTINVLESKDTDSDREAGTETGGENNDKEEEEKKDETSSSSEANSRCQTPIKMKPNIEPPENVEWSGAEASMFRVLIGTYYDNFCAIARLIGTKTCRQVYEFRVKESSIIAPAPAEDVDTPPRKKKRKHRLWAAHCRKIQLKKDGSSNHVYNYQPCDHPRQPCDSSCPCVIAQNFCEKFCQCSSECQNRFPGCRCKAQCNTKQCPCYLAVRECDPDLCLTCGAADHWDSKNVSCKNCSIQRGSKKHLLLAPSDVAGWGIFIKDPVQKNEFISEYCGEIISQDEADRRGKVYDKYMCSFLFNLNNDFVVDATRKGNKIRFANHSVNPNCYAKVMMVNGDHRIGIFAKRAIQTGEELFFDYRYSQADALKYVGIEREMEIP
IDH1 mut inh – IDH1 R132H (human) inhibition; IDH1 R132H reductase, diaphorase/resazurin fluorescence, 60 min; O75874; 70,000 compounds, 0.18% hits; inhibition, % at 10 µM; AID 624101; in the data active = inhibition above about 34%;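 note: 0% = DMSO and 100% = no enzyme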
An asterisk follows results filed as active; · = no result given. A portion of the library (hit frequency here may not be typical).

molecule	PRC2 inh	IDH1 mut inh
O=C(C[C@H]1C[C@@H]2c3cc(NC(=O)c4ccc5c(c4)OCO5)ccc3O[C@@H]2[C@H](CO)O1)NCCN1CCCCC1	5	-0.7
C[C@@H]1CN([C@@H](C)CO)C(=O)Cc2cc(NC(=O)Cc3cn(C)c4ccccc34)ccc2O[C@@H]1CN(C)Cc1ccncc1	-12	·
O=S(=O)(N1CCOCC1)n1nnc2ccccc21	-6	0.6
COc1cccc(NC(=O)N[C@@H]2CC[C@H](CC(=O)NCc3ccncn3)O[C@H]2CO)c1	7	-0.3
COCCCNC(=O)[C@@]1(CCS(=O)(=O)c2ccccc2)COC(c2ccc(OCCCO)cc2)=N1	7	·
C[C@@H]1CN([C@@H](C)CO)C(=O)c2cc(NS(C)(=O)=O)ccc2O[C@@H](C)CCCCO[C@@H]1CN(C)C(=O)CCCN(C)C	-3	1.8
C[C@@H]1CN([C@H](C)CO)S(=O)(=O)c2ccc(C3=CCCC3)cc2O[C@H]1CN(C)C(=O)C1CC1	19	·
C[C@@H]1CN([C@@H](C)CO)C(=O)Cc2cc(NS(=O)(=O)c3cn(C)cn3)ccc2O[C@@H]1CN(C)S(=O)(=O)c1ccccc1	·	0.2
O=C(C[C@@H]1C=C[C@H](NC(=O)C2CCOCC2)[C@@H](CO)O1)NCC1CCCCC1	13	0.3
Cc1ccc(S(=O)(=O)N(C)CC(=O)Nc2ccccc2Cl)cc1	2	0.2
COc1cccc(NC(=O)CNC(=O)c2ccccc2)c1	·	1.1
CCCNC(=O)N(C)C[C@@H]1Oc2ncc(C#C[C@@H](C)O)cc2C(=O)N([C@H](C)CO)C[C@H]1C	-18	·
Cc1ccc(S(=O)(=O)N(CC(=O)O)c2ccccc2C)cc1	·	0.0
COCC(=O)Nc1ccc2c(c1)C(=O)N(C)C[C@H](OC)[C@H](C)CN(CC1CCCCC1)[C@H](C)CO2	-6	-0.2
C[C@@H]1CN([C@H](C)CO)C(=O)c2cc(-c3cccnc3)cnc2O[C@H]1CN(C)C(=O)c1ccccc1F	6	-4.4
O=C(N[C@@H]1CC[C@@H](CCNS(=O)(=O)c2ccccc2Cl)O[C@@H]1CO)c1ccc(F)cc1	-9	-0.2
Cc1ccccc1C(OCCN(C)C)c1ccccc1 (stereo not given)	·	-0.5
CS(=O)(=O)N(CC(=O)Nc1ccc(F)cc1F)c1ccc(Br)cc1	2	0.3
COc1ccccc1-c1cnc2c(c1)C(=O)N([C@@H](C)CO)C[C@H](C)[C@H](CN(C)C(=O)c1ccncc1)O2	·	-0.4
C[C@H]1CN([C@@H](C)CO)C(=O)c2cccc(NC(=O)C3CCOCC3)c2O[C@@H]1CN(C)Cc1ccc(Cl)c(Cl)c1	6	1.9
CO[C@@H]1CN(C)C(=O)c2cc(NC(=O)C3CCCCC3)ccc2OC[C@H](C)N(C)C[C@@H]1C	3	0.2
O=C(C[C@@H]1C[C@@H]2c3cc(NC(=O)C4CCOCC4)ccc3O[C@@H]2[C@@H](CO)O1)NCc1ccccn1	-3	-0.5
O=C(C[C@H]1C[C@@H]2c3cc(NS(=O)(=O)c4ccc(F)cc4)ccc3O[C@@H]2[C@@H](CO)O1)NC1CCCC1	10	0.4
CSc1ccccc1NC(=O)CN(C)S(=O)(=O)c1ccc(C)cc1	12	0.1
C[C@@H]1CN([C@H](C)CO)C(=O)c2cccc(NS(=O)(=O)c3ccc(Cl)cc3)c2O[C@@H]1CN(C)Cc1ccc(C(=O)O)cc1	·	-0.6
COc1ccc([Si](C)(C)[C@@H]2[C@@H](CCn3cc(CCO)nn3)O[C@]3(C(=O)N(c4ccccc4)c4ccccc43)[C@H]2C)cc1	35	·
CN1CCN(C(=O)C[C@H]2CC[C@@H](NC(=O)c3ccc4c(c3)OCO4)[C@@H](CO)O2)CC1	0	-0.4
C[C@@H]1CN([C@@H](C)CO)C(=O)c2cc(NC(=O)CCCCCC(=O)Nc3ccccc3N)ccc2O[C@H]1CN(C)C(=O)Nc1ccc2c(c1)OCO2	13	0.2
[N-]=[N+]=NCc1ccccc1C[C@]1(C(=O)N2CCCCC2)COC(c2ccc(OCCCO)cc2)=N1	6	·
C[C@H]1CN([C@@H](C)CO)C(=O)Cc2cc(NC(=O)Cn3cnnn3)ccc2O[C@H]1CN(C)Cc1ccc(-c2ccccc2)cc1	-16	0.2
COc1ccc(-c2ccc(CCC(=O)O)n2-c2cc(Cl)ccc2O)cc1	4	8.7
CC(=O)Nc1ccc(NC(=O)C(NC(=O)c2ccco2)C(C)C)cc1 (stereo not given)	2	-0.1
Cc1ccccc1Nc1nc(N)nc(CN2CCN(c3ccccn3)CC2)n1	0	0.4
Cc1noc(C)c1S(=O)(=O)N(C)C[C@@H]1OCCCC[C@@H](C)Oc2ccc(NC(=O)NC(C)C)cc2C(=O)N([C@@H](C)CO)C[C@H]1C	·	2.7
COc1ccc(-c2noc(CC(=O)O)c2-c2ccc(OC)cc2)cc1	·	1.9
O=C(N[C@H]1CC[C@@H](CC(=O)N2CCCCC2)O[C@H]1CO)c1ccccn1	2	0.2
O=C(CCCCCC(=O)N/N=C/c1cccnc1Br)NO	11	-0.1
COc1cccc(S(=O)(=O)N[C@H]2CC[C@H](CCn3cc(-c4ccc(F)cc4)nn3)O[C@H]2CO)c1	1	0.1
O=C(NCC[C@H]1CC[C@H](NS(=O)(=O)c2ccc(F)cc2)[C@@H](CO)O1)c1ccc2c(c1)OCO2	-9	-0.2
CCn1c(SCC(=O)Nc2ccc3c(c2)OCCO3)nnc1-c1cccnc1	-2	0.3
CO[C@H]1CC[C@H]2CCN(C)C(=O)[C@H](C)[C@@H](OC)CN(C)C(=O)c3cc(C#N)ccc3OC[C@H]1O2	9	0.4
O=C(CSCc1cc(=O)[nH][nH]1)Nc1ccc(F)cc1	-2	-1.2
Cc1nnc(SCc2cc(=O)[nH]c(Nc3nc(C)c4cccc(C)c4n3)n2)s1	5	0.3
C[C@H](CO)N1C[C@H](C)[C@@H](CN(C)Cc2ccncc2)Oc2c(NC(=O)CCCCCC(=O)Nc3ccccc3N)cccc2C1=O	-2	·
CNC[C@@H]1OCCCC[C@H](C)Oc2ccc(N(C)C)cc2C(=O)N([C@@H](C)CO)C[C@@H]1C	-2	-0.2
COc1ccc(S(=O)(=O)N[C@H]2CC[C@H](CC(=O)NCCc3ccncc3)O[C@H]2CO)cc1	-3	0.0
COc1ccc(C#Cc2ccc3c(c2)[C@]2(C(=O)N3)[C@H](c3ccccc3OCCO)N3[C@H](c4ccccc4)[C@H](c4ccccc4)OC(=O)[C@H]3[C@@H]2C(=O)NC[C@H](O)c2ccccc2)cc1	-24	·
CC(C)COC(=O)N(C)C[C@H]1OCc2cnnn2CCCC(=O)N([C@H](C)CO)C[C@H]1C	4	·
Cc1noc(C)c1NC(=O)Nc1ccc2c(c1)CC(=O)N([C@H](C)CO)C[C@H](C)[C@H](CN(C)C(=O)NC(C)C)O2	·	1.3
S=C1NN(c2ccccc2)C2=C(CCC2)S1	10	-1.9

The list continues:
molecule	PRC2 inh	IDH1 mut inh
O=C(C[C@@H]1CC[C@H](NC(=O)c2ccc3c(c2)OCO3)[C@@H](CO)O1)NCc1ccc(Oc2ccccc2)cc1	7	0.4
C[C@@H]1CCCCO[C@@H](CN(C)C(=O)CCC(F)(F)F)[C@H](C)CN([C@@H](C)CO)C(=O)c2cc(NC(=O)Nc3ccccc3)ccc2O1	·	1.9
COCC#Cc1cnc2c(c1)C(=O)N([C@H](C)CO)C[C@H](C)[C@H](CN(C)C(=O)Nc1cc(F)ccc1F)O2	1	·
COCC(=O)N(C)C[C@@H]1Oc2ncc(C#C[C@H](C)O)cc2C(=O)N([C@@H](C)CO)C[C@@H]1C	0	0.1
C[C@H]1CN([C@@H](C)CO)C(=O)c2cc(NC(=O)Nc3ccc(C(F)(F)F)cc3)ccc2O[C@H]1CN(C)S(=O)(=O)c1ccc(F)cc1	·	0.1
CCCNC(=O)Nc1ccc2c(c1)OC[C@@H](C)N(C(=O)C1CCC1)C[C@@H](C)[C@@H](OC)CN(C)C2=O	-7	85*
COc1cc(/C(C)=C/C(C)=C\C(=O)O)oc(=O)c1C	1	0.2
C[C@H](NC(=O)C[C@H]1C[C@@H]2c3cc(NC(=O)C4CCOCC4)ccc3O[C@@H]2[C@@H](CO)O1)c1ccccc1	3	0.3
COc1ccc(CN(C)C[C@@H]2OCCCC[C@@H](C)Oc3ccc(NC(=O)NC4CCCCC4)cc3C(=O)N([C@H](C)CO)C[C@H]2C)cc1	·	3.2
C[C@@H]1CCCCO[C@H](CN(C)S(=O)(=O)c2ccc(Cl)cc2)[C@H](C)CN([C@@H](C)CO)C(=O)c2cc(NS(=O)(=O)c3ccc(F)cc3)ccc2O1	·	1.7
Cc1noc(C)c1NC(=O)Nc1ccc2c(c1)C(=O)N([C@@H](C)CO)C[C@H](C)[C@H](CN(C)C(=O)Nc1ccc(C(F)(F)F)cc1)O2	·	1.0
C[C@H]1CCCCO[C@H](CN(C)Cc2ccc(Cl)c(Cl)c2)[C@@H](C)CN([C@@H](C)CO)C(=O)c2cc(NS(=O)(=O)c3ccccc3)ccc2O1	·	-2.1
Cc1noc(C)c1NC(=O)Nc1ccc2c(c1)C(=O)N([C@@H](C)CO)C[C@H](C)[C@@H](CN(C)S(=O)(=O)c1ccccc1)O2	·	0.1
CC(C)(C)c1cc(O)c(C(C)(C)C)cc1O	4	1.9
CC(C)C#Cc1cnc2c(c1)C(=O)N([C@@H](C)CO)C[C@@H](C)[C@@H](CN(C)C(=O)c1cccnc1)O2	4	1.5
CO[C@H](CN(C)C(=O)c1cnccn1)[C@@H](C)CN([C@H](C)CO)S(=O)(=O)c1ccccc1	4	0.2
CO[C@@H]1CN(C)C(=O)c2ccc(NC(=O)Nc3cccc(F)c3)cc2OC[C@H](C)N(C(C)=O)C[C@H]1C	-4	0.4
COc1cccc(-c2ccc3c(c2)O[C@H](CN(C)C(=O)c2ccccc2F)[C@H](C)CN([C@@H](C)CO)S3(=O)=O)c1	0	-0.1
C[C@@H]1CN([C@@H](C)CO)C(=O)c2cccc(NC(=O)c3ccncc3)c2O[C@@H]1CN(C)S(C)(=O)=O	-1	10
C[C@@H]1CCCCO[C@@H](CN(C)S(=O)(=O)c2cn(C)cn2)[C@H](C)CN([C@@H](C)CO)C(=O)c2cc(NC(=O)CCC(F)(F)F)ccc2O1	·	-4.2
Cc1ccc(NC(=O)COc2ccccc2C)c([N+](=O)[O-])c1	12	0.0
CCCn1nnc(NC(=O)COc2ccc(Cl)cc2C)n1	-9	-0.8
CO[C@@H]1CN(C)C(=O)c2ccc(NS(=O)(=O)c3cccc(F)c3)cc2OC[C@H](C)NC[C@H]1C	-1	-0.1
C[C@@H]1CN([C@@H](C)CO)C(=O)c2cc(NC(=O)CCCN(C)C)ccc2O[C@H]1CN(C)S(C)(=O)=O	2	·
C[C@@H]1CN([C@H](C)CO)C(=O)c2cc(NC(=O)Cc3ccccc3)ccc2O[C@H]1CN(C)Cc1ccncc1	0	·
CO[C@H]1CN(C)C(=O)c2ccc(NS(C)(=O)=O)cc2OC[C@@H](C)N(Cc2cccnc2)C[C@H]1C	-7	-0.3
C[C@@H]1CCCCO[C@@H](CN(C)Cc2ccc(Cl)c(Cl)c2)[C@H](C)CN([C@H](C)CO)C(=O)c2cc(N(C)C)ccc2O1	·	-0.2
CCN1CCN(c2c(Cl)cccc2NC(=O)COc2ccc(OC)cc2)CC1	·	0.2
COc1ccc(S(=O)(=O)N(C)C[C@H]2OCCCC[C@H](C)Oc3ccc(NS(C)(=O)=O)cc3C(=O)N([C@@H](C)CO)C[C@H]2C)cc1	·	-0.3
CCNC(=O)C[C@@H]1CC[C@H](NC(=O)C2CC2)[C@@H](CO)O1	18	-0.2
O=C(Cc1ccccn1)NCC[C@H]1CC[C@H](NC(=O)CN2CCOCC2)[C@H](CO)O1	-6	0.3
C[C@H](CO)N1C[C@H](C)[C@@H](CN(C)S(C)(=O)=O)Oc2cc(C#Cc3ccccc3)ccc2S1(=O)=O	-11	-4.7
